proCasp3 act = procaspase-3 (human) activation. recombinant procaspase-3 D3A, Ac-DEVD-pNA absorbance 405 nm. activation, % at 8.5 µM. 330,000 tested, 0.11% active. AID 463141;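 active means activation above the mean of all tested compounds plus 3 SD, cut at about 21% in these data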;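 further: 0% = DMSO alone and 100% = DMSO wells spiked with extra 5 µM PC-3 D3A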
Target sequence (P42574 whole entry D9A/D28A/D175A): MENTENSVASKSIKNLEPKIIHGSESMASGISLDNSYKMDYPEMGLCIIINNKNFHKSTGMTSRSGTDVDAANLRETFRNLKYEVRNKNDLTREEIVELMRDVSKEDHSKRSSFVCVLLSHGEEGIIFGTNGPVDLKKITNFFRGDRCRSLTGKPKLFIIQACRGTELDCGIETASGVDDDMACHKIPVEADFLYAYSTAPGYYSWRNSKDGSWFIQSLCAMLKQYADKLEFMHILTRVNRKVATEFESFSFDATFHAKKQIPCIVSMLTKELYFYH
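Compound: 8.5 µM single point, 0.8% DMSO / Material: Autoprocessing-dead procaspase-3 D3A mutant enzyme / Timing: 1 h preincubation plus 2 h reaction at 25 °C / Medium: Zinc-free HEPES/NaCl buffer with 0.01% Triton X-100 at pH 7.4 / Technique: 405 nm absorbance of p-nitroaniline, reads at 0 and 120 min / Repeats: one well per compound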
CIT2 TOR yeast = modulators of TOR pathway CIT2-GFP in S. cerevisiae | S. cerevisiae CIT2-GFP strain, flow cytometry, 3 h; 100 means same as DMSO wells | GFP response vs DMSO, % at 10 µM | 320,000 tested, 0.065% active | AID 2029;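 active means GFP response relative to DMSO above a set limit, near the screen mean plus 3 SD, cut at about 150% in these data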;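 further: ratio of well median GFP fluorescence to mean of DMSO wells on the plate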
LAP4-GFP MLPCN = modulators of TOR pathway LAP4-GFP in S. cerevisiae | S. cerevisiae LAP4-GFP multiplex, flow cytometry GFP, 3 h; median GFP as percent of DMSO wells | GFP response vs DMSO, % at 10 µM | 320,000 tested, 0.34% active;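 active means GFP response vs DMSO above a set limit, about the screen mean plus 3 SD, cut at about 150% in these data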
AGP1-GFP MLPCN = alters AGP1-GFP fluorescence in TOR pathway yeast screen. GFP response vs DMSO, % at 10 µM. 320,000 tested, 0.02% active. AID 2066. S. cerevisiae AGP1-GFP multiplex flow cytometry, 3 h; GFP as percent of DMSO wells;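 active means GFP response relative to DMSO above a set limit, near screen average plus 3 SD, cut at about 150% in these data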;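 further: median GFP channel fluorescence of the gated AGP1 strain per well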
MEP2-GFP yeast = alters MEP2-GFP fluorescence in TOR pathway yeast screen; 330,000 tested, 0.51% active; AID 2016; GFP response vs DMSO, % at 10 µM; S. cerevisiae MEP2-GFP strain, flow cytometry GFP, 3 h; 100% = DMSO control level;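 active means GFP response versus DMSO above a set limit, roughly screen mean plus 3 SD, cut at about 180% in these data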;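 further: median GFP fluorescence of the barcode-gated MEP2-GFP cells per well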
proCasp7 act = counter-screen for procaspase-3 activators: activators of human procaspase-7 | activation, % at 8.5 µM | recombinant procaspase-7, Ac-DEVD-pNA absorbance 405 nm; D23A/D198A/D206A triple mutant, cannot self-cleave; scale: DMSO 0, 5 µM enzyme 100 | P55210 | 330,000 tested, 0.093% active;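 active means percent activation above the screen-wide mean plus 3 SD, cut at about 25% in these data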
Target sequence (P55210 whole entry D23A/D198A/D206A): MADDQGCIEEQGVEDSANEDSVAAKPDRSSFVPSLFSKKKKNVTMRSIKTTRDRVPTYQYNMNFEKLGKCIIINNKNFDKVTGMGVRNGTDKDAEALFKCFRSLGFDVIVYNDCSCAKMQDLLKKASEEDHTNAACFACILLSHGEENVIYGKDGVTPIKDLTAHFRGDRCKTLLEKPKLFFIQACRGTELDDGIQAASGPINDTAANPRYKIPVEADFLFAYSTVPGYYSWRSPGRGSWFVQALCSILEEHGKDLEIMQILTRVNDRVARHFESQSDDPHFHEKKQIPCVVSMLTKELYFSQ
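Replicates: singlicate. Assay system: Procaspase-7 triple mutant (PC-7 D3A). Signal: 405 nm absorbance of p-nitroaniline. Times: 1 h preincubation, 2 h reaction. Buffer or medium: Zinc-free HEPES pH 7.4 with 300 mM NaCl, 0.01% Triton X-100. Also added: DEVD-pNA substrate. Benchmarks: DMSO wells as 0%, DMSO with 5 µM added PC-7 as 100%.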
RPL19A TOR yeast = modulators of TOR pathway RPL19A-GFP in S. cerevisiae. S. cerevisiae RPL19A-GFP strain, flow cytometry, 3 h; hits give low values. percent response vs DMSO, % at 10 µM. 330,000 tested, 0.3% active;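 active means percent response vs DMSO below 50%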;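 further: median channel GFP fluorescence of the barcoded RPL19A-GFP strain; ratio of sample median GFP to plate DMSO average so 100% = DMSO; lower means less RPL19A-GFP as with rapamycin TOR inhibition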
AHR act = activates the human aryl hydrocarbon receptor; P35869; AHR-responsive luciferase reporter cells, luminescence; activation, % at 5 µM; 320,000 tested, 2.5% active; in the data active means activation above about 47%;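 further: 0% = vehicle wells and 100% = reference agonist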
* marks the source's active call; other numbers are inactive results; nt = not tested or not shown.

nr	canonical_smiles	proCasp3 act	CIT2 TOR yeast	LAP4-GFP MLPCN	AGP1-GFP MLPCN	MEP2-GFP yeast	proCasp7 act	RPL19A TOR yeast	AHR act
1	O=C(c1cc(C(=O)N2CCN(c3ccc(F)cc3)CC2)cc([N+](=O)[O-])c1)N1CCN(c2ccc(F)cc2)CC1	-6	105	84	96	110	-1	100	4
2	Cc1ccc(-c2nc(NC(=O)c3nn(C)cc3[N+](=O)[O-])sc2C)cc1C	8	105	105	96	103	2	101	-6
3	COc1ccc(Cl)cc1NC(=O)CN(C)C(C)C(=O)NCC1CCCCC1 (stereo not drawn)	6	103	96	105	96	-5	100	5
4	O=C(CCn1[nH]c(=O)c2ccccc2c1=O)N1CCOCC1	5	90	98	92	99	2	95	1
5	COc1ccc(C)cc1N(CC(=O)N1CCc2ccccc2C1)S(C)(=O)=O	-2	105	100	105	104	-4	104	0
6	COc1cccc(CNC(=O)N2CCN(S(=O)(=O)c3ccc(Cl)cc3)CC2)c1	2	105	97	101	108	13	102	4
7	Cc1cc2c(cc1S(=O)(=O)N1CCN(c3cccc(C)c3C)CC1)OCCN2C	-9	98	96	97	95	-8	97	3
8	C/C(=N\NC(=O)c1ccccc1)c1ccc2c(c1)OCO2	-2	90	97	95	102	9	96	2
9	CCC(CO)Oc1cc(NCc2ccc(OC)cc2)c2ncn(C(C)C)c2c1 (stereo not drawn)	4	104	101	99	96	0	98	4
10	COc1ccc(CNC(=O)CN(C(=O)c2snc(C(N)=O)c2N)c2ccc(OC)c(OC)c2)cc1	0	105	96	102	100	-3	104	-1
11	O=C(CN1C(=O)NC2(CCCC2)C1=O)Nc1cccc(Cl)c1	5	96	114	102	94	-9	97	4
12	O=C1CC(N2CCN(c3ccc(S(=O)(=O)N4CCOCC4)cc3)CC2)C(=O)N1Cc1ccccc1 (stereo not drawn)	0	111	96	106	97	5	101	1

Other compounds follow.
nr	canonical_smiles	proCasp3 act	CIT2 TOR yeast	LAP4-GFP MLPCN	AGP1-GFP MLPCN	MEP2-GFP yeast	proCasp7 act	RPL19A TOR yeast	AHR act
13	COc1ccc2nc(N)sc2c1	7	97	111	102	118	16	101	20
14	Cc1ccc(S(=O)(=O)NCC(c2ccccc2)N2CCCCC2)cc1 (stereo not drawn)	0	97	100	106	93	-5	97	-1
15	CCOC(=O)C1CCCN(c2c(NCCCN3CCCC(C)C3)c(=O)c2=O)C1 (stereo not drawn)	12	98	89	102	91	6	104	-2
16	O=C1CC(c2nc3ccccc3[nH]2)CN1Cc1ccccc1 (stereo not drawn)	2	99	89	101	100	-2	99	3
17	O=C(Cc1ccc(F)cc1)NC1CCS(=O)(=O)C1 (stereo not drawn)	-4	100	95	103	99	3	98	-1
18	CCN1C(=NCc2ccc(OC)cc2)N[C@@H](c2ccccc2)[C@H](C(=O)OC)[C@H]1C	-4	94	101	104	100	6	112	-2
19	O=C1CC[C@@H](O)CCN1CC[C@H](Sc1ccc(Br)cc1)c1ccccc1	3	102	102	96	87	9	97	3
20	Cn1c(SCC(=O)NCc2cccs2)nnc1-c1cccs1	-4	94	99	99	99	4	97	6
21	O=C(CCc1nnc(Cc2ccc3c(c2)OCO3)o1)N(CC1CCC1)CC1CCCO1 (stereo not drawn)	10	78	98	106	97	-5	97	4
22	C=CCn1c(SCC(=O)N(CC)C2CCS(=O)(=O)C2)nc2cc(C(=O)O)ccc2c1=O (stereo not drawn)	4	96	107	105	113	3	103	0
23	CC(=O)c1cc(CN2CCC(N3CCC(C(=O)N4CCCC4)CC3)CC2)cs1	7	93	109	96	101	2	90	9
24	CCN1CCN(C(=O)C23CCC(C)(C(=O)C2Br)C3(C)C)CC1 (stereo not drawn)	1	94	102	104	103	-5	99	-3

(continued)
nr	canonical_smiles	proCasp3 act	CIT2 TOR yeast	LAP4-GFP MLPCN	AGP1-GFP MLPCN	MEP2-GFP yeast	proCasp7 act	RPL19A TOR yeast	AHR act
25	COc1ccc(NC(=O)C2CCCO2)cc1 (stereo not drawn)	4	103	97	97	98	-8	95	5
26	Cc1ccc2nc(CSc3nnc4ccccn34)cc(=O)n2c1	-3	98	108	103	101	0	98	1
27	Cn1c(-c2ccc(Br)o2)nc2cc(Br)ccc21	1	76	109	88	93	-18	93	116*
28	COc1ccc(CC(=O)N2CCN(c3ccccn3)CC2)cc1	-4	87	103	93	89	0	93	-1
29	CC(=O)c1cc(C#N)c(NCc2ccccc2)nc1C	4	93	111	107	102	0	90	-1
30	N#C/C(=C/c1ccc(-c2ccc(C(=O)O)c(Cl)c2)o1)C(=O)NCC1CCCO1 (stereo not drawn)	3	87	89	90	90	4	92	1
31	Cc1cc(C)c(C#N)c(SCC(=O)OC2CCCCC2)n1	0	93	95	94	100	0	92	-2
32	COc1ccc(C(C(=O)NC(C)(C)C)N(CCC(C)C)C(=O)CCC(=O)Nc2cc(C)on2)cc1 (stereo not drawn)	4	102	91	101	105	-3	103	1
33	COC(=O)c1ccc(C(=O)N(Cc2ccccc2)c2ccccc2)cc1	11	98	86	92	97	9	99	6
34	Cc1cccc(NC(=O)c2ccc(OCc3c(C)noc3C)cc2)n1	2	96	104	101	108	5	97	-3
35	CC(C)(C)c1ccc(C(=O)N/C(=C\c2cccc([N+](=O)[O-])c2)C(=O)Nc2cccc(C(=O)O)c2)cc1	8	102	94	104	101	0	103	67*
36	O=C(/C=C/c1ccc(-c2ccccc2[N+](=O)[O-])o1)c1ccc(Br)cc1	-14	93	162*	93	98	-9	99	18

Other entries follow.
nr	canonical_smiles	proCasp3 act	CIT2 TOR yeast	LAP4-GFP MLPCN	AGP1-GFP MLPCN	MEP2-GFP yeast	proCasp7 act	RPL19A TOR yeast	AHR act
37	Cc1ccc(C(=O)Nc2nnc(-c3ccc(C(C)(C)C)cc3)s2)cc1	6	104	97	104	98	5	101	13
38	CCOc1cc(N2CCOCC2)c(OCC)cc1NC(=O)C1CCCC1	0	95	99	97	97	-1	95	2
39	CCN1CCC2(CC1)Oc1c(OC)cccc1C1CC(c3cccnc3)=NN12 (stereo not drawn)	-8	98	109	107	98	-8	99	5
40	Cc1ccc[n+](Cc2ccc([N+](=O)[O-])cc2)c1	-5	94	108	103	96	-4	97	-1
41	O=C(N/N=C/c1ccc(Cl)cc1)C(=O)N1CCCCCC1	5	103	103	103	98	8	96	1
42	Cc1ccc(-c2nn(-c3ccccc3)cc2/C=N/NS(=O)(=O)c2ccccc2)cc1	1	90	108	91	101	-5	98	3
43	Fc1ccc(CNC(=S)Nc2ccc(Cl)cc2Cl)cc1	19	100	98	109	101	-4	108	5
44	O=C(O)Cn1c(=O)c2c3c(sc2n(Cc2ccc(Cl)cc2Cl)c1=O)CCCC3	nt	92	102	95	106	nt	101	nt
45	O=C(Nc1ccc([N+](=O)[O-])cc1)C1C(c2ccccc2)=C1c1ccccc1	3	97	100	98	95	-1	98	13
46	C=CC[C@]12CCc3ccccc3C1N(c1ccc(C(=O)OCC)cc1)C2=O (stereo partly drawn)	3	87	105	97	88	-5	93	1
47	CCOc1cc(/C=C2\SC(=O)N(c3ccc(O)cc3)C2=O)ccc1O	-13	97	95	100	101	-15	99	-6
48	CC(C)NC(=O)c1cc(-c2ccc3c(c2)OCO3)on1	-1	89	103	91	96	2	100	-2

Next section; it opens with the two that closed the last part.
nr	canonical_smiles	proCasp3 act	CIT2 TOR yeast	LAP4-GFP MLPCN	AGP1-GFP MLPCN	MEP2-GFP yeast	proCasp7 act	RPL19A TOR yeast	AHR act
47	CCOc1cc(/C=C2\SC(=O)N(c3ccc(O)cc3)C2=O)ccc1O	-13	97	95	100	101	-15	99	-6
48	CC(C)NC(=O)c1cc(-c2ccc3c(c2)OCO3)on1	-1	89	103	91	96	2	100	-2
49	CNC(=O)C1CC(=O)N(Cc2ccc3c(c2)OCO3)C(=Nc2ccc(F)cc2)S1 (stereo not drawn)	0	104	102	104	105	-2	101	3
50	COc1ccc(Nc2ncnc3sc(-c4ccccc4)cc23)cc1OC	-3	90	106	82	99	21	93	38
51	CC1=C(C(=O)Nc2ccccc2)C(c2ccncc2)C(C#N)=C(SCC(=O)Nc2ccccc2)N1 (stereo not drawn)	2	90	92	91	94	9	95	4
52	CC/C(=N\NC(=O)CSCc1ccc(Cl)cc1)c1ccc2c(c1)OCCO2	2	103	105	105	106	-5	98	1
53	CC1=C(C(=O)Nc2cccc(C(=O)NC3CCCC(C)C3C)c2)SCCO1 (stereo not drawn)	-1	109	112	109	103	3	106	2
54	COc1ccc(S(=O)(=O)NN(C)c2nc(C(F)(F)F)nc3ccccc23)cc1	0	98	80	97	96	0	99	4
55	Nc1cc(=O)nc(SCC(=O)Nc2ccccc2)n1-c1ccccc1	4	94	89	91	103	4	99	1
56	COCc1cc(=O)n2[nH]c(SC)nc2n1	0	103	104	106	105	4	99	-1
57	O=C(Nc1ccc2ncccc2c1)c1ccccc1Br	1	95	97	94	105	4	107	-1
58	CCOC(=O)C1(Cc2ccccc2)CCCN(CCCn2cccn2)C1 (stereo not drawn)	10	102	118	100	102	4	97	-1
59	CN(c1ccccc1)S(=O)(=O)c1ccc(Cl)c(C(=O)OCC(=O)N2CCOCC2)c1	8	98	103	104	102	-1	100	-2
60	Cc1ccc(NC(=O)CCSc2nc(C)cc(C)n2)cc1	7	99	106	102	99	3	97	-3

(listing goes on)
nr	canonical_smiles	proCasp3 act	CIT2 TOR yeast	LAP4-GFP MLPCN	AGP1-GFP MLPCN	MEP2-GFP yeast	proCasp7 act	RPL19A TOR yeast	AHR act
61	COc1ccc2c(C)cc(SCC(=O)Nc3cccnc3Cl)nc2c1	0	102	98	99	103	-8	101	38
62	C[C@H]1CNC(=O)C(=O)N1C[C@H](Cc1ccc(O)cc1)NC(=O)CC12CC3CC(CC(C3)C1)C2	-5	63	129	75	89	-1	91	2
63	CC(=O)Nc1cccc(-c2nn[nH]n2)c1	-2	104	107	104	101	1	98	0
64	COc1ccc(CNC(=O)COC(=O)c2ccc(OCc3c(C)noc3C)cc2)cc1OC	0	105	101	104	103	3	105	0

Screening results as filed in PubChem.
